# BRCA1 expr act – BRCA1 expression activation | MCF7-BRCA1-FFLuc reporter, luminescence, 48 h; response scale: scaled: vehicle 0%, 10 µM genistein 100% | Potency, µM (top dose mostly 46.1 µM), for the others: at the highest dose activation, actives largely listed as activators | hit rate 1.1% among 380,000 | AID 624202; further: potency means the concentration at half of the fitted maximal effect; nearly all actives have a fitted effect of over 80% in size; some results filed as inactive show a strong effect at the top dose
#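 First, MCF7-BRCA1-FFLuc cells (2000/well) attach for 2 h; next, compounds are pin-added and incubated 48 h at 37 °C; finally, luciferase reagent is added and luminescence read after 15 min.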
# TCR act – T cell receptor activation | primary human leukocytes, anti-CD3, IL-2 HTRF, 48 h | Potency, µM (top dose mostly 9.22 µM), inactives show at the highest dose activation of IL-2 secretion, actives largely listed as activators | 330,000 tested, under 10 active | AID 504894; further: % of control where 0% means no effect
#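 48 hr co-incubation of compounds, a-CD3 beads and primary human leukocytes; IL-2 quantified homogeneously by HTRF with anti-IL-2 K and d2 conjugates.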
# AT treatment – candidate therapy for ataxia-telangiectasia. Potency, µM (highest dose often 57.5 µM), without a hit: at the top dose activation, actives largely listed as activators. AID 485349. hit rate 0.19% among 320,000. […] A-T fibroblasts, KAP-1 phosphorylation AlphaLISA; neocarzinostatin DNA damage 30 min before lysis; further: potency means the concentration at half of the fitted maximal effect; % of control where 0% means no effect; nearly all actives have a fitted effect of over 45% in size
#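 hTERT-immortalized A-T patient fibroblasts ([…]), 500 cells/well in OPTI-MEM, 1% FBS, got compounds for 60 min, then NCS for 30 min at 37C. Lysates were then assayed for phospho-KAP-1 by AlphaLISA (anti-pKAP1 donor, anti-KAP1 acceptor beads), 6 hr at 25C.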
# TSG101-PTAP inh – blocks PTAP/TSG101 interaction to inhibit HIV-1 budding; Potency, µM (titrated, usually from 115 µM), without a hit: top-dose activity change, negative = inhibition, most hits filed as inhibitors; Fluorescence polarization, FITC-PTAP peptide / Tsg101 binding; 340,000 tested, under 10 active; active means well fitted inhibition curve with a large enough effect in the main read-out, with a control signal flat, not every such curve was filed as active; inconclusive means small, poorly fitted or top-dose-only effect, or effect the other way, or a change in a side signal; inactive means no such curve, though single readings can be large or run the other way; further: potency means the concentration at half of the fitted maximal effect; % of control where 0% means no effect
#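 Steps: Tsg101 binding domain dispensed (10 uM final), compounds pinned in DMSO, FITC-labeled PTAP-motif peptide added (50 nM final); after 20 min binding at room temperature, polarization measured.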
# TRPV1 agonist – agonists of human vanilloid receptor 1 (TRPV1); Q8NER1; TRPV1-expressing cells, Fluo-8 calcium influx, agonist mode; activation, % at 8.33 µM; hit rate 0.19% among 320,000; AID 540275; in the data active means activation above about 80%; inconclusive means between about 30% and that limit; further: 0% is about no effect
#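 Cells expressing TRPV1 were dye-loaded with Fluo-8 and read kinetically: 10 s baseline, 3 min after compound (agonist portion), then 2 min after EC20 capsaicin (allosteric enhancer portion). Calcium-bound dye fluorescence at 480/520 nm.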
# CXXC DNA block – blocks binding of human MLL CXXC domain to DNA | Q03164 | MLL-CXXC / FITC-HOXA9 DNA fluorescence polarization | Potency, µM (highest dose often 115 µM), inactives show at the top dose activity change, negative = inhibition, hits mostly inhibitors | hit rate 0.037% among 290,000 | AID 2662; active means well fitted inhibition curve with a large enough effect in the polarisation, with a control signal flat, not every such curve was filed as active; inconclusive means small, poorly fitted or top-dose-only effect, or effect the other way, or a change in a side signal; inactive means no such curve, though single readings can be large or run the other way; the % refers to the polarisation; further: potency means the concentration at half of the fitted maximal effect
#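 Purified MLL-CXXC (added from a 7 uM solution) was preincubated 5 min at ambient with pinned compounds in 50 mM Tris-HCl pH 7.5, 50 mM NaCl, 1 mM DTT, 0.05% BSA. Fluorescein-labeled HOX-A9 DNA (50 nM solution) followed, 30 min, then polarization read.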
# B2AR arrestin – beta2AR (human) beta-arrestin recruitment activity; P07550; hit rate 0.02% among 330,000; AID 492947; beta-arrestin recruitment to beta2AR, cell-based reporter; Potency, µM (highest dose often 46.1 µM), for inactives: top-dose activation, most hits filed as activators;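 further: potency means the concentration at half of the fitted maximal effect; 0% = DMSO controls and full agonism = EC100 isoproterenol or metaproterenol; nearly all actives have a fitted effect of over 65% in size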
# p53 reactivation – re-activators of mutant p53; H1299 p53-A138V BP100-luciferase reporter, luminescence, 24 h; Potency, µM (titrated, usually from 92.2 µM), for inactives: top-dose activity change, positive = activation, hits mostly activators; hit rate 0.063% among 320,000; further: potency means the concentration at half of the fitted maximal effect; % of control where 0% means no effect; nearly all actives have a fitted effect of over 45% in size
#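 H1299 (p53-null), stable ts p53-A138V + BP100-Luc; 1000 cells/well, Opti-MEM/10% FBS; cpd 4 pt, 1:5; 24 h, 37 deg C, 5% CO2; detection reagent 10 min RT; luminescence.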
# ELG1 repair inh – blocks ELG1-dependent DNA repair in HEK293T cells. Potency, µM (titrated, usually from 46.1 µM), for the others: at the top dose activity change, negative = inhibition, usual class: inhibitors. HEK293T ELG1-luciferase reporter, luminescence, 16 h; DNA damage induced by 5-fluorouridine. hit rate 2.3% among 330,000; further: potency means the concentration at half of the fitted maximal effect; on the % scale 0 is the no-effect control and ±100 the full control effect; nearly all actives have a fitted effect of over 55% in size
#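 5-Fluorouridine DNA damage + compound/DMSO, 2,000 cells/well, 16 h, 37 °C/5% CO2. ONE-Glo, 30 min RT, luminescence. Readout = decrease in reporter signal.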
# Integrin act MD – activators of alpha7 integrin expression for muscular dystrophy; alpha7betagal myoblasts, beta-gal FDG fluorescence, 48 h; hit rate 0.064% among 350,000; Potency, µM (titrated, usually from 38.3 µM), for inactives: top-dose activation, hits mostly activators;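 further: potency means the concentration at half of the fitted maximal effect; 100% = response of the positive control SU9516; nearly all actives have a fitted effect of over 60% in size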
#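 Alpha7betagal+/- myoblasts (passage 13) were plated 16-24 hr, then exposed to compounds (1:260 dilution of DMSO stock) for 48 hours at 37C. After MPER lysis, β-galactosidase reporter activity was read as FDG fluorescence (ex 480/em 540) after 30 minutes.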
# Starred values were filed as active, the others as inactive; ? = inconclusive; nt = not tested or not shown; [ ] = dose if it differs, or a comment. Unless noted, the call rests on the fitted dose curve; in most records, active means well fitted curve in the direction sought with a large enough effect; inconclusive means small, poorly fitted or top-dose-only effect, or another doubt; inactive means no such curve, though single readings can be large; an effect the other way counts as inactive or inconclusive. Rows were taken by chance. About 3.8% of those tested had a hit in this group.
Structure	TRPV1 agonist	B2AR arrestin	CXXC DNA block	ELG1 repair inh	Integrin act MD	AT treatment	p53 reactivation	BRCA1 expr act	TSG101-PTAP inh	TCR act
O=C1NCCN1C(=O)c1ccco1	-2	0.1%	4%	0%	8%	-4%	1%	-1%	0%	2%
O=C(COc1ccccc1)c1cn(CC(=O)N2CCOCC2)c2ccccc12	3	0.1%	1%	21%	-20%	8%	4%	5%	3%	-7%
O=C(CCn1nc(-c2ccccc2)c2ccccc2c1=O)N1CCN(c2ccccc2)CC1	3	2.9%	-5%	?	-13%	-3%	2%	-16%	-4%	1%
Cc1ccc(-c2nnc(SCC(=O)CC(=O)Nc3ccccc3)n2C)cc1	-5	0.0%	0%	-1%	-3%	-1%	-2%	15%	-3%	-2%[46.1 µM]
CC1CN(C(=O)c2ccccc2C(=O)c2ncc[nH]2)CC(C)O1 (centres undefined)	1	-0.3%	5%	23%	17%	-5%	-20%	20%	-8%	nt
COc1cccc(CN2CCN(C3CCN(c4ccccc4F)CC3)CC2CCO)c1 (centres undefined)	0	-0.1%	-1%	-3%	4%	-4%	-2%	0%	-3%	3%
Cc1ccc(S(=O)(=O)CC(=O)NCc2ccc(Cl)cc2)cc1	5	-0.2%	nt	11%	-14%	-6%	-3%	2%	2%	1%
Cc1cc(C)c(NC(=O)COc2nc3ccccc3nc2C)c(C)c1	-2	-0.8%	8%	2%	-5%	-2%	-6%	7%	3%	0%[46.1 µM]
Cc1cc(C(C)(C)C)ccc1NC(=O)CC(C)(C)CC(=O)O	5	-0.3%	-5%	?	14%	12%	?	13µM*	1%	-4%
COCCN1C(=O)C(=O)/C(=C(/O)c2ccc(S(=O)(=O)N3CCOCC3)cc2)C1c1ccc(C(C)C)cc1 (centres undefined)	-1	0.3%	-15%	-14%	nt	2%	-7%	nt	nt	nt
CC(C)(C)n1nnnc1C(c1ccc(C(F)(F)F)cc1)N(Cc1ccccc1)Cc1ccco1 (centres undefined)	20	-0.6%	6%	-9%	-40%	3%	8%	-35%	-3%	1%
O=C(NCC(=O)N1CCN(c2ccccc2)CC1)c1ccccc1	2	-0.2%	?	?	-29%	11%	10%	58%	1%	-19%
COc1ccc(C(CNC(=O)CNS(=O)(=O)c2ccc(NC(C)=O)cc2)N2CCOCC2)cc1 (centres undefined)	-2	-0.2%	nt	?	24%	2%	6%	-13%	1%	-6%
OCC[C@@H]1C[C@H](O)[C@@H](O)[C@@]2(Cc3ccccc3O2)O1	1	0.4%	-5%	-5%	1%	8%	nt	2%	-7%	3%
O=C(Nc1ccccc1O)c1csc2c1CCCC2	?	-0.1%	2%	?	17%	-2%	8%	15%	3%	-5%
O=C/C(=C\Nc1ccc(Br)cc1)c1nc2ccccc2o1	10	0.2%	-23%	9%	15%	3%[11.5 µM]	7%	0%	2%	3%
CCN(CC)C(=O)[C@H]1C[C@H](CC(=O)NCCN2CCOCC2)C(=O)N2CCc3c([nH]c4cc(-c5ccco5)ccc34)[C@]12C	nt	-0.5%	nt	4%	19%	-13%	-4%	-11%	0%	0%[46.1 µM]
CCOC(=O)/C(C#N)=C1\SS/C(=C(/C#N)C(=O)OCC)S1	0	-0.8%	18µM*	-12%	nt	34%	5%	nt	nt	nt
O=C(CC12CC3CC(CC(C3)C1)C2)NCc1ccc(F)cc1	?	-0.2%	15%	-6%	?	4%	nt	-5%	-1%	0%
Cc1cccc(C)c1OCCCCCNCCO	-1	0.1%	-10%	-1%	-47%[inhibitor]	-4%	2%	-34%	-1%	1%
O=C(O)C1CCCCC1C(=O)Nc1ccc(S(=O)(=O)N2CCCCC2)cc1 (centres undefined)	2	-0.3%	-1%	11%	12%	-2%	-5%	-12%	1%	-2%
CCCC(=O)Nc1nnc(S(=O)(=O)N2CCCC2)s1	3	0.3%	-5%	5%	-16%	-4%	7%	-9%	-2%	6%
CCCCN1C(=S)NC[C@@H]1Cc1cccc2ccccc12	4	-0.4%	-10%	25%	16%	18%	11%	67%	-5%	11%
C/C(=C\c1ccccc1)C1NC(=O)c2c(sc3c2CCCC3)N1 (centres undefined)	-4	4.3%	4%	?	?	4%	6%	60%	-3%	-1%[46.1 µM]
O=C(CCNS(=O)(=O)c1ccccc1)NCCCc1ccccc1	5	-0.6%	nt	2%	-20%	4%	4%	-34%	0%	-6%

# Full records as entered above. Order of values: TRPV1 agonist | B2AR arrestin | CXXC DNA block | ELG1 repair inh | Integrin act MD | AT treatment | p53 reactivation | BRCA1 expr act | TSG101-PTAP inh | TCR act
# CC1CN(C(=O)c2ccccc2C(=O)c2ncc[nH]2)CC(C)O1 (centres undefined) reads 1 | -0.3% | 5% | 23% | 17% | -5% | -20% | 20% | -8% | nt
# COc1cccc(CN2CCN(C3CCN(c4ccccc4F)CC3)CC2CCO)c1 (centres undefined) reads 0 | -0.1% | -1% | -3% | 4% | -4% | -2% | 0% | -3% | 3%

# Carrying on.
Structure	TRPV1 agonist	B2AR arrestin	CXXC DNA block	ELG1 repair inh	Integrin act MD	AT treatment	p53 reactivation	BRCA1 expr act	TSG101-PTAP inh	TCR act
CCC(C)C(Nc1ccc(C(=O)OC)cc1[N+](=O)[O-])C(=O)OC (centres undefined)	14	-1.3%	42%[activator]	-1%	13%	2%	-2%	-1%	1%	17%[46.1 µM]
O=C1CC(N2CCN(S(=O)(=O)c3ccccc3)CC2)C(=O)N1c1ccccc1 (centres undefined)	-4	-0.5%	-6%	?	11%	-10%	0%	-1%	0%	5%
CC(C)NC(=O)c1n[nH]c(=O)c2ccccc12	0	0.2%	-3%	0%	21%	3%	-3%	38%	-7%	2%
CN(C)S(=O)(=O)c1ccc(N=Cc2c(C(F)(F)F)[nH][nH]c2=O)cc1	3	-0.1%	6%	14%	-11%	2%	-3%	6%	-5%	15%
COCCn1c(SCC(=O)N2CCCCC2)nc2c(c1=O)SC(C)C2 (centres undefined)	-3	-1.1%	1%	3%	4%	-2%	18%	-12%	-4%	-1%
CCOC(=O)C1=NNC(C(=O)c2ccc(C)cc2)C1c1ccc(OC)cc1 (centres undefined)	-3	-1.0%	1%	-15%	-17%	0%	0%	0%	-5%	-6%
CCOc1cccc(NC(=O)CSc2nncn2N)c1	-2	0.1%	11%	5%	-8%	3%	2%	-1%	-5%	4%
COc1ccc2c(c1)CCN1C2CCN2C(=O)CCC21 (centres undefined)	5	-0.9%	?	8%	12%	-4%	-3%	0%	-6%	-11%
CC1CCN(c2nc3c(c(=O)[nH]c(=O)n3C)n2Cc2ccccc2)CC1	25	-0.1%	-2%	7%	-57%	-2%	-4%	0%	-5%	4%
COc1ccc(/C(C)=N/NC(=O)OC(C)(C)C)cc1[N+](=O)[O-]	2	-0.4%	-7%	?	-8%	9%	3%	25%	0%	3%
Cc1ccc(N(Cc2ccc(C(=O)NCC3CCCO3)cc2)S(C)(=O)=O)cc1C (centres undefined)	2	-0.4%	9%	-7%	-1%	-4%	0%	-22%	-1%	-6%
CC1CC(C)CN(CCCNC(=O)C2CCCN(c3ncnc4c3nc3n4CCCCC3)C2)C1 (centres undefined)	10	0.2%	-9%	-2%	-8%	-4%	-2%	1%	-2%	-6%
CC(=O)c1ccc(OCCCC(=O)OCC(=O)N2CCN(c3ccccc3)CC2)cc1	0	-0.9%	-2%	-1%	7%	5%	2%	3%	2%	-8%
O=C(Oc1cccnc1)c1ccc([N+](=O)[O-])cc1	2	0.2%	-7%	1%	9%	1%	-8%	1%	-7%	-2%[46.1 µM]
Cc1ccc(N2C(S)=C(C#N)C(=O)NC23CCCCC3)cc1	0	5.3%	7%	?	-39%	-1%	?	32%	-1%	5%[46.1 µM]
O=C(CCCNS(=O)(=O)c1cccc2nsnc12)NC1CCCCC1	3	-0.9%	-2%	5%	9%	-3%	1%	0%	0%	2%
O=C(COC(=O)COc1cccc(C(F)(F)F)c1)NC(=O)NC1CCCCC1	?	0.3%	nt	-12%	11%	9%	7%	-1%	-1%	-3%
O=C(Nc1cccc(Cl)c1Cl)c1snnc1-c1ccccc1	-4	-0.3%	4%	12%	25%	22%	4%	-27%	-5%	-6%
O=C(/C=C/c1ccc(S(=O)(=O)NCc2ccco2)cc1)N1CCN(c2ccccc2)CC1	-3	-0.3%	-10%	?	-6%	-11%	-3%	0%	-3%	nt
N=c1c(S(=O)(=O)c2ccc(Br)cc2)cc2c(=O)n3ccccc3nc2n1C1CCCCC1	9	-0.1%	10%	18%	?	-12%	1%	-1%	-5%	-4%
O=C(CCC(=O)N(CC(=O)NC1CCCC1)Cc1ccc2c(c1)OCO2)Nc1ccccn1	2	-0.6%	-8%	-7%	-8%	-6%	-8%	12%	-4%	-2%
CSc1nc(N)n2nc(C(C)(C)C)cc2n1	7	-0.1%	-8%	?	-5%	-3%	-5%	23%	-1%	-3%

# Screens deposited in PubChem by National Center for Advancing Translational Sciences (NCATS).
